# pAkt inh: inhibitors of Akt phosphorylation | Neuro2A IGF-stimulated pAkt S473 HTRF, 20 min; active compounds read low | activity change, % for hits at 50 µM | 360,000 tested, 0.32% active | AID 651550; in the data active = activity change below about -80%; inconclusive = mostly about -51% to -80%; also: % is scaled to controls: 0 for no effect and ±100 for the full control effect
#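 Neuro2A cells (4,500/well, DMEM with 0.5% FBS) were treated with compound at a single 50 µM final concentration, stimulated with 6 nM IGF for 20 min at 37 °C, and lysed. Phospho-Akt Ser473 was read by HTRF as 665/615 ratio ×10^4.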
# EPAC2 ag: activates human EPAC2 exchange factor; Q8WZA2; EPAC2 activation, biochemical qHTS; response scale: 100% = 6.5 mM cAMP response; Potency, µM (series often up to 154 µM), for the others: at the highest dose activation, usual class: activators; 360,000 tested, 0.079% active; also: potency is read from the fitted curve at half-maximal effect; nearly all actives have a fitted effect of over 50% in size
# Target sequence (Q8WZA2 whole entry, looked up): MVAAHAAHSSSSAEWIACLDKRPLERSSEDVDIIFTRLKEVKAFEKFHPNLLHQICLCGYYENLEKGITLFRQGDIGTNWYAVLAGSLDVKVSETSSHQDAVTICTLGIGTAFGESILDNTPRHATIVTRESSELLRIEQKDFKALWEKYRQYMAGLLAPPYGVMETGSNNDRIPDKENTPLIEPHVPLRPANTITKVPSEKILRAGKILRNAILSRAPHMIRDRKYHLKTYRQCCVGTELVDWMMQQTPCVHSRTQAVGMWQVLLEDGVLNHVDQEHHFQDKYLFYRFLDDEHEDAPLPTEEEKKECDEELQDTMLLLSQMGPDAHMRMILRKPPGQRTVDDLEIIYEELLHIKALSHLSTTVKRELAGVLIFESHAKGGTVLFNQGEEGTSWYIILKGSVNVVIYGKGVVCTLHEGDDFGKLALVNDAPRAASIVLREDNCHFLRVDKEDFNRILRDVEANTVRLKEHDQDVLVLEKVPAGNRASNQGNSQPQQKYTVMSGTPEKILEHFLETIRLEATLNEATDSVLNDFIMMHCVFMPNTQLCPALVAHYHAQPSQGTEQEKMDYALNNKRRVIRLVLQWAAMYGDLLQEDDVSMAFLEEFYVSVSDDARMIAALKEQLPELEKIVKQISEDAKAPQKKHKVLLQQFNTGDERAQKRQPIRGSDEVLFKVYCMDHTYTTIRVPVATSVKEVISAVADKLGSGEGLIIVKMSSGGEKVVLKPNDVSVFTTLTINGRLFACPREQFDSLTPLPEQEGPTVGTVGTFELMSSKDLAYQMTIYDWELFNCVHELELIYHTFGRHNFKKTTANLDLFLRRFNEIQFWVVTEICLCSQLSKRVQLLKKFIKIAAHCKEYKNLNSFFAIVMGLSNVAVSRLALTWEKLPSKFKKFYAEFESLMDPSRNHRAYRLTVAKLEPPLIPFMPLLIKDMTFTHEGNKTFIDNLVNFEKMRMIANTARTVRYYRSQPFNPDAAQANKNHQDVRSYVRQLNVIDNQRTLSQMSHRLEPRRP
#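 Each well held 100 nM EPAC2, 250 nM RAP1B-BODIPY-GDP and 50 uM GDP. Fluorescence, read at 5-min intervals to 30 min, was referenced to a 6.5 mM cAMP positive control.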
# CCT chaperon mod: changes cytosolic chaperonin activity; purified chaperonin ATPase assay, HTRF ADP detection, 30 min; AID 651819; activity change, % (concentration not given with the values), hits read low; 360,000 tested, 0.3% active; in the data active = activity change below about -30%; also: % is scaled to controls: 0 for no effect and ±100 for the full control effect
#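 TRiC (40 or 20 nM final, by batch activity) in 30 mM Tris pH 7.4, 100 mM KCl, 5 mM MgCl2, 1 mM DTT was treated with compound at 76 uM single dose, then 10 uM ATP, 30 min at 37 °C. ADP was read by HTRF Transcreener.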
# A549 viability: kills or reduces viability of A549 cells in Nrf2 counter-screen. AID 504648. 390,000 tested, 0.16% active. A549 ARE-Fluc cells, CellTiter-Fluor viability, 18-24 h. Potency, µM (titrated, usually from 46 µM), without a hit: top-dose activity change, negative = cytotoxicity, most hits filed as inhibitors; also: potency is read from the fitted curve at half-maximal effect; % is scaled to controls: 0 for no effect and ±100 for the full control effect
#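 Cytotoxicity counterscreen: CellTiter-Fluor fluorescence was measured in A549 ARE_Fluc cells after 18-24 h of compound exposure in a concentration series. The subsequent BugLite luminescent read reports ARE-luciferase activity.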
# MmCpn inh: inhibitors of Methanococcus maripaludis chaperonin (MmCpn); purified Mm-Cpn ATPase, ADP Transcreener TR-FRET; Potency, µM (doses to about 76.9 µM), inactives show at the top dose activity, negative = inhibition, usual class: inhibitors; 330,000 tested, 0.031% active; also: potency is read from the fitted curve at half-maximal effect; % is scaled to controls: 0 for no effect and ±100 for the full control effect; nearly all actives have a fitted effect of over 80% in size
#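 Purified archaeal Mm-CPN (25nM final) preincubated 10 min at 37degC with compound, then 10uM ATP for 30 min at 37degC; ADP measured by HTRF Transcreener TR-FRET; buffer 30 mM TRIS pH 7.4, 100mM KCl, 5mM MgCl2, 1mM DTT.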
# Nrf2 inh: Nrf2 pathway inhibition | A549 ARE-Fluc reporter, luciferase luminescence, 18-24 h | Potency, µM (highest dose often 46 µM), for the others: at the highest dose activity change, negative = inhibition, actives largely listed as inhibitors | 360,000 tested, 2.1% active; also: potency is read from the fitted curve at half-maximal effect; % is scaled to controls: 0 for no effect and ±100 for the full control effect; nearly all actives have a fitted effect of over 60% in size
#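 Two sequential reads on A549 ARE_Fluc cells exposed to compound for 18-24 h: a CellTiter-Fluor fluorescence read for viability, then a luciferase luminescence read for Nrf2/ARE activity.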
# Nrf2 ARE act: activates Nrf2 signaling; AREc32 ARE-luciferase reporter (MCF7-derived line), luminescence, 24 h; Potency, µM (series often up to 46.1 µM), for the others: top-dose activation, actives largely listed as activators; 410,000 tested, 0.31% active; AID 624171; also: potency is read from the fitted curve at half-maximal effect; % of control where 0% means no effect; nearly all actives have a fitted effect of over 65% in size
#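 Luminescent ARE reporter assay in AREc32_Fluc cells: overnight plating at 37 deg C, 24 hr compound incubation, Steady-Glo added, 30 min RT before reading.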
# EPAC2 antag: blocks human EPAC2 exchange factor. EPAC2 GEF exchange of Rap1B-BODIPY-GDP, fluorescence. Potency, µM (titrated, usually from 114 µM), inactives show at the top dose activity, negative = inhibition, usual class: inhibitors. 360,000 tested, 0.18% active. AID 720708; also: potency is read from the fitted curve at half-maximal effect; % is scaled to controls: 0 for no effect and ±100 for the full control effect; nearly all actives have a fitted effect of over 45% in size; many of its hits are not listed in these tables
# TGFb inhibitor: blocks TGF-b signaling | HepG2 CAGA-GFP TGF-b/SMAD3 reporter, GFP fluorescence, 18 h; TGF-beta stimulated, 500 pg/mL final | Potency, µM (titrated, usually from 46.1 µM), inactives show at the highest dose activity, negative = inhibition, actives largely listed as inhibitors | 410,000 tested, 1.2% active; also: potency is read from the fitted curve at half-maximal effect; % is scaled to controls: 0 for no effect and ±100 for the full control effect; nearly all actives have a fitted effect of over 65% in size
#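 HEPG2 CAGA-GFP cells (1000/well, DMEM with 1% FBS) were pre-incubated 2 h at 37 degrees C, given compound by pin tool, then stimulated with TGF-beta at 500 pg/mL final for 18 h before per-cell GFP fluorescence imaging.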
# * marks the source's active call; other numbers are inactive results; i = inactive; ? = inconclusive; . = not tested or not shown; [ ] = dose if it differs, or a comment. Unless noted, calls follow the shape of the dose curve; as a rule, active = well fitted curve in the direction sought with a large enough effect; inconclusive = small, poorly fitted or top-dose-only effect, or another doubt; inactive = no such curve, though single readings can be large; an effect the other way counts as inactive or inconclusive. A portion of the library; rates above refer to the full screens.
SMILES,pAkt inh,EPAC2 ag,CCT chaperon mod,A549 viability,MmCpn inh,Nrf2 inh,Nrf2 ARE act,EPAC2 antag,TGFb inhibitor
COc1ccc(-n2nnnc2C(c2cccs2)N2CCC(n3c(=O)[nH]c4ccccc43)CC2)cc1 (stereo unspecified),i,13%,-1.1,.,.,.,-0.3%,?,?
CCOc1ccc(-c2cc(C)[n+](CCN(CC)CC)c(-c3ccc(OCC)cc3)c2)cc1,i,3%,0.2,-29%,-5%,?,4.9%,2%,?
Cc1ccc(C(=O)C2CN(C)CC2C(=O)c2ccc(C)cc2)cc1 (stereo unspecified),i,6%,-1.7,2%,1%,24%,0.9%,2%,-3%
CC(C)(C)P(=O)(NCc1ccccc1)c1ccccc1 (stereo unspecified),i,-2%,-1.1,2%,0%,-10%,0.4%,-6%,14%
COc1cc2c(c(OC)c1OC)-c1ccc(OC)c(=O)cc1[C@@H](NC(C)=O)CC2,i,4%,1.3,-13%,-2%,?,0.0%,-17%,?
C[C@]12CCC3C(CC[C@H]4C[C@H](N)CC[C@]34C)C1CC[C@H]2O (stereo partly specified),i,-1%,0.0,0%,1%,9%,-1.3%,8%,1%
C=CCCC1(C(C)C)C(=O)NC(=S)NC1=O,i,3%,-3.7,-2%,.,10%,-0.5%,1%,12%
COC(=O)C1=CO[C@@H](C)[C@@H]2CN3CC[C@]4(C(=O)Nc5ccccc54)[C@@H]3C[C@H]12,i,-1%,0.0,1%,-2%,-15%,2.8%,-14%,5%
COC1C(O)C(C)OC(OC2CCC3(C)C(CCC4C3C(O)CC3(C)C(C5=CC(=O)OC5)CCC43O)C2)C1O (stereo unspecified),i,7%,1.0,?,.,0.15µM*,-1.9%,-1%,2µM*
COC(=O)C1=C(c2ccc(C(C)=O)cc2)C[C@@H]2CC[C@H]1N2C(=O)NCC1CC1,i,7%,-2.1,-9%,2%,3%,-0.7%,12%,-1%
CCc1ccccc1NC(=O)C(CC)Oc1ccccc1-c1nnc(-c2ccccc2)o1 (stereo unspecified),.,.,.,-23%,.,?,-0.6%,.,-1%
CCOC(=O)c1ccc(N=C(C)c2c(O)[nH]c(=O)[nH]c2=O)cc1,i,0%,-2.2,-15%,2%,-8%,-0.4%,9%,-12%
O=c1c2ccccc2nc(-c2ccco2)n1-c1ccncc1,i,-1%,-0.6,0%,1%,?,0.3%,6%,0%
Cc1ccc(O)c(C(=O)c2cc(C(=O)NCCC(C)C)c(=O)n(CCC(C)C)c2)c1,i,-7%,-1.1,-6%,-1%,?,4.3%,?,?
CC(C)OC(=O)C1C(=O)NC2(C)CC1c1ccccc1O2 (stereo unspecified),i,5%,0.5,0%,0%,10%,-0.5%,23%,-4%
COc1ccc(-c2ccc3c(c2)CN(CC(C)C)Cc2cnnn2-3)cc1,i,27%,-2.9,.,.,.,5.3%,10%,?
COc1ccc(C(=O)C2CCCN(Cc3ccon3)C2)c(OC)c1 (stereo unspecified),i,1%,-2.7,-4%,-5%,-6%,-0.5%,-16%,-4%
COCCNC(=O)N1[C@H]2CC[C@@H]1C(C(=O)OC)=C(c1ccc(OC)c(OC)c1)C2,i,13%,0.5,0%,2%,7%,-0.8%,-1%,8%
O=C(N/N=C/c1c(O)n(CCc2ccccc2)c(=O)[nH]c1=O)c1ccccc1,i,0%,-2.7,-14%,1%,6%,5.4%,3%,2%
CC(C)[C@]12CC(=O)[C@H](C)[C@H]1C2,i,6%,-0.7,-10%,0%,8%,-1.0%,-4%,4%

# Filtered by structure: the compounds so far containing nitrogen in an aromatic ring.
SMILES,pAkt inh,EPAC2 ag,CCT chaperon mod,A549 viability,MmCpn inh,Nrf2 inh,Nrf2 ARE act,EPAC2 antag,TGFb inhibitor
COc1ccc(-n2nnnc2C(c2cccs2)N2CCC(n3c(=O)[nH]c4ccccc43)CC2)cc1 (stereo unspecified),i,13%,-1.1,.,.,.,-0.3%,?,?
CCOc1ccc(-c2cc(C)[n+](CCN(CC)CC)c(-c3ccc(OCC)cc3)c2)cc1,i,3%,0.2,-29%,-5%,?,4.9%,2%,?
CCc1ccccc1NC(=O)C(CC)Oc1ccccc1-c1nnc(-c2ccccc2)o1 (stereo unspecified),.,.,.,-23%,.,?,-0.6%,.,-1%
CCOC(=O)c1ccc(N=C(C)c2c(O)[nH]c(=O)[nH]c2=O)cc1,i,0%,-2.2,-15%,2%,-8%,-0.4%,9%,-12%
O=c1c2ccccc2nc(-c2ccco2)n1-c1ccncc1,i,-1%,-0.6,0%,1%,?,0.3%,6%,0%
Cc1ccc(O)c(C(=O)c2cc(C(=O)NCCC(C)C)c(=O)n(CCC(C)C)c2)c1,i,-7%,-1.1,-6%,-1%,?,4.3%,?,?
COc1ccc(-c2ccc3c(c2)CN(CC(C)C)Cc2cnnn2-3)cc1,i,27%,-2.9,.,.,.,5.3%,10%,?
COc1ccc(C(=O)C2CCCN(Cc3ccon3)C2)c(OC)c1 (stereo unspecified),i,1%,-2.7,-4%,-5%,-6%,-0.5%,-16%,-4%
O=C(N/N=C/c1c(O)n(CCc2ccccc2)c(=O)[nH]c1=O)c1ccccc1,i,0%,-2.7,-14%,1%,6%,5.4%,3%,2%

# Continuation:
SMILES,pAkt inh,EPAC2 ag,CCT chaperon mod,A549 viability,MmCpn inh,Nrf2 inh,Nrf2 ARE act,EPAC2 antag,TGFb inhibitor
C[N+]12CN3CN(CN(C3)C1)C2,i,7%,-0.8,10%,-24%,-1%,-0.5%,1%,-10%
O=C(CN1C(=O)CN=C(c2ccccc2Cl)c2cc(Cl)ccc21)NCc1ccco1,i,-38%[inhibitor],-1.5,-2%,-3%,-10%,10%,15%[57.1 µM],-14%
CCCCn1c(O)c(C(C)=NCc2ccc(F)cc2)c(=O)[nH]c1=O,i,-8%,0.4,.,-1%,?,-0.9%,7%,4%
OCC12CO[C@@H]3c4ccccc4[C@H](OC1)N32 (stereo partly specified),i,4%,1.2,4%,1%,.,-0.4%,16%,-3%
CCN1C[C@]2(C)CC[C@H](OC)[C@]34C2[C@H](OC(C)=O)[C@@]2(OCO[C@@]25C[C@H](OC)[C@H]2C[C@]3(O)C5[C@H]2OC)[C@@H]14,i,5%,1.6,8%,1%,-5%,-0.7%,2%,-3%
CCC(=NCc1cccnc1)c1c(O)n(-c2ccc(Cl)cc2)c(=O)[nH]c1=O,i,-2%,-0.4,8%,-2%,1%,0.0%,12%,13%
CCN1CCN(Cc2ccccc2C)CC1,i,-2%,-0.1,-7%,4%,0%,-0.1%,-3%[57.1 µM],6%
O=C1NC(=O)N(c2ccc3c(c2)OCO3)C(=O)/C1=C/c1ccc(N2CCCCC2)o1,i,26%,-6.9,?,-2%,?,0.0%,8%[57.1 µM],47%[activator]
COc1ccc2[nH]cc(CCN(C)C)c2c1,i,-3%,-0.7,-1%,0%,-5%,-0.9%,9%,1%
Cc1noc(C)c1CC(=O)N1CCCC(N2CCN(c3ccccc3F)CC2)C1 (stereo unspecified),i,8%,1.7,0%,.,-2%,0.3%,3%,0%
O=C(c1ccc(F)cc1)N1CCC(N2CCCCCC2)CC1,i,6%,-0.6,-5%,-1%,-5%,-0.3%,18%,?
O=C1CC(=O)N(c2ccccc2)C(=O)N1c1ccccc1,i,9%,-6.7,3%,1%,3%,0.2%,19%,3%
CC1CCCC(C)N1/N=C/c1c[nH]c2ccc(Br)cc12 (stereo unspecified),i,-3%,-1.5,-7%,3%,-11%,-2.9%,0%,?
Cn1c(O)c(Cc2cccc(Cl)c2Cl)c(=O)n(C)c1=O,i,5%,-1.6,1%,1%,2%,-0.5%,8%,3%
COc1cccc(C(c2nnnn2-c2ccc3c(c2)OCCO3)N2CCC3(CC2)C(=O)NCN3c2ccccc2)c1OC (stereo unspecified),i,13%,-1.4,.,.,.,5.5%,2%,?
O=C(NCC1=C(c2cccc3ccccc23)C[C@@H]2CC[C@H]1N2Cc1ccco1)c1cccnc1,i,12%,-0.5,.,.,.,-0.1%,-9%,6%
CCCCn1c(=O)c(C(=O)Nc2ccccc2F)c(O)c2ccccc21,i,1%,-1.1,-1%,1%,16%,2.5%,-2%,12%
O=C(Nc1ccccc1OC(=O)N1CCOCC1)N1CCOCC1,i,2%,-2.7,2%,2%,-11%,-0.8%,4%,-2%
COc1ccc(C(c2nnnn2C2CCCC2)N2CCC3(CC2)C(=O)NCN3c2ccccc2)cc1 (stereo unspecified),i,8%,-0.1,.,.,.,4.2%,3%,?
Cc1ccc(-n2c(C)cc(/C=C3\C(=O)NC(=O)N(C)C3=O)c2C)cc1C,i,4%,-3.7,3%,1%,-18%,-0.2%,1%,2%

# Assay outcomes as filed in PubChem BioAssay.
